ERG-DNA inh – qHTS for Small Molecule Inhibitors of the ERG Ets/DNA interaction; Transcriptional regulator ERG (Homo sapiens), P11308; fluorescence polarization, His-ERG Ets domain / labelled DNA; Potency, µM (top dose mostly 76.9 µM), inactives show at the top dose FP activity, negative = inhibition, hits mostly inhibitors; 0.028% of 370,000 active; AID 624246, 2012; active = well fitted inhibition curve with a large enough effect in the polarisation, with a control signal flat; inconclusive = small, poorly fitted or top-dose-only effect, or effect the other way, or a change in a side signal; inactive = no such curve, though single readings can be large or run the other way; the % refers to the polarisation;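 also: polarization taken with two DNA probes labelled with fluorescein and Texas red; potency is read from the fitted curve at half-maximal effect; % of control where 0% means no effect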
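His-tagged ERG Ets domain (1 uM in the protein solution; 300mM KCl, 50mM Tris-HCl, 1mM EDTA, 1mM DTT, pH 7.5) received compound, then a probe mix of 5 nM fluorescein-DNA and 100nM Texas-615-DNA. Fluorescence polarization was read for both dyes.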
POLH inh – qHTS for Inhibitors of Polymerase Eta. recombinant Pol eta, fluorescent DNA replication assay. Potency, µM (top dose mostly 114 µM), inactives show at the highest dose activity change, negative = inhibition, actives largely listed as inhibitors. 1.2% of 390,000 active. AID 588591, 2011; also: potency is read from the fitted curve at half-maximal effect; % is scaled to controls: 0 for no effect and ±100 for the full control effect
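Pol eta at 10 nM preincubated with compounds 15 min at room temperature; reaction started with fluorescent substrate (50 nM final) and read kinetically at 0 and 10 min.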
POLB inh – qHTS Assay for Inhibitors of DNA Polymerase Beta | 1.3% of 340,000 active | P06746 | Potency, µM (doses to about 114 µM), for inactives: at the top dose activity change, negative = inhibition, most hits filed as inhibitors | AID 485314, 2010 | Pol beta primer extension/strand displacement, fluorescence kinetic; also: potency is read from the fitted curve at half-maximal effect; % is scaled to controls: 0 for no effect and ±100 for the full control effect
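Pol beta (10 nM) and compounds were preincubated 15 min at room temperature, then 50 nM substrate (final) started primer extension/strand displacement. Reads were taken at 0 and 10 min; concentration-response data were fitted to a four-parameter Hill equation.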
12-LOX inh – Primary qHTS assay for inhibitors of human arachidonate 12S-lipoxygenase (ALOX12): Round 2 | purified 12hLO, xylenol orange hydroperoxide absorbance | Potency, µM (doses to about 108 µM), for inactives: at the highest dose activity change, negative = inhibition, actives largely listed as inhibitors | 1.1% of 580,000 active; also: potency is read from the fitted curve at half-maximal effect; % is scaled to controls: 0 for no effect and ±100 for the full control effect
Target sequence (P18054 whole entry, looked up): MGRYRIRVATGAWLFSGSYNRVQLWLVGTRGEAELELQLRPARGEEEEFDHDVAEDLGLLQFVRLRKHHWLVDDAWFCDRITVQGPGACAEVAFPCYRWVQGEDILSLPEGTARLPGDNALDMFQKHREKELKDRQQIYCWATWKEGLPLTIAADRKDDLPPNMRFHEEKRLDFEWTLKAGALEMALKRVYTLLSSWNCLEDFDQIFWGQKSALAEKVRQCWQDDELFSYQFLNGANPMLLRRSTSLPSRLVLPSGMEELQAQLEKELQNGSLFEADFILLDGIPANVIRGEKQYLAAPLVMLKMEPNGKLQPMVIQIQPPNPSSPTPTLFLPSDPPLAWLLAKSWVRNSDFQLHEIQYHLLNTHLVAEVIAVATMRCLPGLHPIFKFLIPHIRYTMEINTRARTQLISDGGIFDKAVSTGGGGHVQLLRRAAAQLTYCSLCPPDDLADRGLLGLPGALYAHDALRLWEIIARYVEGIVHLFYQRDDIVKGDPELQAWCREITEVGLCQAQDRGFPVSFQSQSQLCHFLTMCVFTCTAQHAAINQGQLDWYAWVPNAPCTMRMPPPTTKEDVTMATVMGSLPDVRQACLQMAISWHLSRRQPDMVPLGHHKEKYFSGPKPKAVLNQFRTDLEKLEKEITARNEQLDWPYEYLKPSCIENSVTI
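Hydroperoxide product was detected by ferrous iron/xylenol orange as the 573 to 405 nm absorbance ratio. Arachidonic acid at 40 uM (final) was turned over for 30 min at room temperature by 150 nM human 12hLO, pH 7.0 Hepes buffer, after 15 min compound preincubation.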
POLK inh – qHTS for Inhibitors of Polymerase Kappa | purified Pol kappa, fluorescent DNA synthesis assay, 10 min | Potency, µM (doses to about 107 µM), for the others: at the highest dose activity, negative = inhibition, usual class: inhibitors | 0.53% of 400,000 active; also: potency is read from the fitted curve at half-maximal effect; % is scaled to controls: 0 for no effect and ±100 for the full control effect
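Kinetic fluorescence screen: compound preincubated 15 min RT with 10 nM enzyme; 50 nM substrate (final) initiates; reads at 0/10 min.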
LDHA inh – qHTS assay for inhibitors of human lactate dehydrogenase. L-lactate dehydrogenase A chain (Homo sapiens), P00338. purified LDHA, NADH/diaphorase-resazurin fluorescence; stronger effect = lower value. activity change, % (values are at about 110 or 230 µM). 0.15% of 480,000 active. AID 1347041, 2019; in the data active = activity change below about -30%; inconclusive = mostly about -25% to -30%;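 also: plate controls were DMSO wells for no effect and wells without enzyme for full effect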
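Enzyme activity of human lactate dehydrogenase 5 (2 nM; 0.06 mM NADH, 0.2 mM pyruvate, 5 min, RT) is measured via a resazurin/diaphorase fluorescence readout of residual NADH.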
APE1 inh – qHTS Assay for Inhibitors of the Human Apurinic/apyrimidinic Endonuclease 1 (APE1); DNA repair nuclease/redox regulator APEX1 (Homo sapiens), P27695; Potency, µM (series often up to 65.8 µM), without a hit: top-dose activity change, negative = inhibition, most hits filed as inhibitors; recombinant APE1, TAMRA/BHQ-2 abasic DNA cleavage fluorescence; 0.35% of 350,000 active;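 also: potency is read from the fitted curve at half-maximal effect; plate controls were vehicle for no effect and reference inhibitor for full effect; nearly all actives have a fitted effect of over 55% in size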
Target sequence (P27695 whole entry, looked up): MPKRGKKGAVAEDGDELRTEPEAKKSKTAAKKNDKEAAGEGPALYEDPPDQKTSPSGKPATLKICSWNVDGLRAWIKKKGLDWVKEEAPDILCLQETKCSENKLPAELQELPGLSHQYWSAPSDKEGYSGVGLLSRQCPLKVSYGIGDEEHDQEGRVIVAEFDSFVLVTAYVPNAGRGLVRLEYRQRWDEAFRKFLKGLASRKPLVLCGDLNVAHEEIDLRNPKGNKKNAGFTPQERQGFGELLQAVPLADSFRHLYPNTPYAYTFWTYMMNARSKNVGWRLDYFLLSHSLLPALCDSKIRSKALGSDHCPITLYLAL
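Enzyme (0.75 nM final) and test compound are incubated 15 min at room temperature before adding 50 nM quenched THF abasic-site duplex. Cleavage dequenches TAMRA, followed at 525/598 nm over three reads one minute apart.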
Apoferritin bind – qHTS Assay for Identification of Novel General Anesthetics; Potency, µM (series often up to 77.5 µM), inactives show at the highest dose activity change, negative = displacement, hits mostly inhibitors; 0.074% of 350,000 active; apoferritin/1-aminoanthracene competitive binding, fluorescence; Ferritin light chain (Equus caballus), P02791; also: potency is read from the fitted curve at half-maximal effect; % is scaled to controls: 0 for no effect and ±100 for the full control effect; nearly all actives have a fitted effect of over 20% in size
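Horse-spleen apoferritin (10 uM) was mixed with 50% saturated 1-aminoanthracene in PBS, exposed to compounds for 10 min at room temperature, and read for fluorescence (ex 380 nm, em 535 nm). Competitive displacement was fitted with a four-parameter Hill equation.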
RGS4 inh – Inhibitors of Regulator of G Protein Signaling (RGS) 4: qHTS | Regulator of G-protein signaling 4 (Homo sapiens), P49798 | Transcreener GDP fluorescence polarization, RGS4-accelerated GTP hydrolysis | Potency, µM (doses to about 114 µM), for inactives: at the top dose activity change, negative = inhibition, most hits filed as inhibitors | 0.039% of 390,000 active | AID 504845, 2011; also: potency is read from the fitted curve at half-maximal effect; % is scaled to controls: 0 for no effect and ±100 for the full control effect; nearly all actives have a fitted effect of over 75% in size; some results filed as inactive show a strong effect at the top dose
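MLSMR compounds (23 nl, pin-transferred) preincubated 10 min at room temperature with a 500nM (2x) first reagent, then RGS4 at 900nM (2x) plus Transcreener GDP mix added; fluorescence polarization (620/688 nm) read before and after 90 min at 30 °C.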
Starred values were filed as active, the others as inactive; ? = inconclusive; nt = no result given; [ ] = dose if it differs, or a comment. Unless noted, calls follow the shape of the dose curve; as a rule, active = well fitted curve in the direction sought with a large enough effect; inconclusive = small, poorly fitted or top-dose-only effect, or another doubt; inactive = no such curve, though single readings can be large; an effect the other way counts as inactive or inconclusive.

SMILES	ERG-DNA inh	POLH inh	POLB inh	12-LOX inh	POLK inh	LDHA inh	APE1 inh	Apoferritin bind	RGS4 inh
O=C(NNc1cccc(Cl)n1)Nc1cccc(Cl)c1	10.9%	-1.2%	29.0%	?	-1.9%	2.1	-5.5%	-12.1%	-23.3%
Cc1ccc(NC(=O)Nc2ccno2)cc1	-4.9%	-0.3%	3.9%	0.0%	-20.9%	-19.4	1.5%	-6.4%	13.1%
CC(C)CN(C(=O)COc1ccc(-c2nnco2)cc1)C1CCS(=O)(=O)C1 (centres undefined)	-5.3%	-10.5%	13.2%	0.2%	-8.6%	-2.1	19.2%	-1.7%	-26.9%
CCOc1ccc(CNC(=O)CCCn2c(=O)c3cccn3c3cccnc32)cc1	-0.4%	-13.6%	21.0%	-14.7%	-2.1%	2.3	nt	-0.7%	-18.5%
CC(=O)Cn1c(=O)oc2ccccc21	11.7%	1.3%	28.8%	22.8%	-14.6%	-2.0	0.1%	-5.3%	9.9%
COc1ccc(/C=C2/CCc3ccccc3C2=O)cc1CN1CCOCC1	13.1%	-6.2%	14.9%	12.8%	-6.3%	1.9	-2.6%	-16.7%	-14.8%
CCOC(=O)c1ccc(NC(=O)NCc2ccc(OC)cc2)cc1	10.6%	-7.4%	-0.8%	-27.8%	-4.8%	-7.4	1.0%	-3.0%	?
O=C(Cc1cccc(F)c1)Nc1ccc2c(c1)CCC2	4.7%	-6.5%	40.0%	-20.1%	-18.2%	-5.6	15.8%	7.3%	-24.2%
CCOc1ccc(-c2noc(CSc3nnc(Cc4ccccc4)n3-c3ccc(F)cc3)n2)cc1	13.0%	-7.2%	6.8%	-2.3%	8.2%	-3.0	nt	-5.4%	-2.0%
CC(=O)N1N=C(c2ccc(Cl)cc2)OC1(C)C	1.2%	-20.1%	-1.4%	-24.7%	-4.9%	-7.7	0.9%	3.1%	5.8%
COc1ccc(C2C(C(C)=O)=C(O)C(=O)N2Cc2cccnc2)cc1 (centres undefined)	nt	4.8%	29.1%	-10.1%	-3.2%[60.1 µM]	-0.1	18.7%	-3.8%	-8.0%
C=CCOc1ccc(C2C3=C(CCCC3=O)N(CC(=O)O)C3=C2C(=O)CCC3)cc1OCC	3.0%	-4.5%	5.9%	-22.5%	-16.4%	0.1	9.7%	-2.8%	7.9%
COc1ccc(CN=C2NC(=O)CC(C(=O)Nc3ccc([N+](=O)[O-])cc3C)S2)cc1 (centres undefined)	-8.1%	-24.4%	38.7%	-9.2%	-6.5%	-3.2	3.7%	-13.2%	-1.9%
CCCN1C(=O)/C(=C2\SC(=S)N(c3c(C)n(C)n(-c4ccccc4)c3=O)C2=O)c2ccccc21	-0.9%	-19.4%	7.2%	nt	3.5%	0.6	4.0%	6.1%	-17.2%
CCOC(=O)c1c(C)n(C)c2ccc(OC)c(NC(=O)CN3CCCCC3)c12	-4.4%	-1.5%	34.5%	?	-6.2%	-0.9	8.7%	-12.6%	-14.2%
Cn1c(SCC(=O)Nc2nccs2)nnc1-c1ccncc1	-3.6%	?	2.7%	?	-34.1%	-2.6	-2.7%	-0.2%	8.2%
CCOC(=O)c1c(NC(=O)COC(=O)c2ccc(NC(=O)CC#N)cc2)sc(C(=O)NC)c1C	-5.8%	10µM*	nt	27.1%	?	-7.2	?	nt	-23.0%
CCCCC(=O)Nc1nnc(CCOC)s1	4.2%	-4.3%	-11.5%	-0.4%	-11.5%	-8.6	6.3%	-4.9%	3.5%
CCCCNc1c(N)n(CCC)c(=O)[nH]c1=O	-2.4%	-15.8%	44.9%	0.0%	1.3%	-7.6	3.1%	4.6%	0.7%
CCOC(=O)C1C(c2ccc3c(c2)OCO3)NC(=O)NC1(O)C(F)(F)F (centres undefined)	-3.7%	-9.5%	-14.3%	0.0%	-4.9%	-1.2	14.2%	6.9%	-52.7%[11.4 µM]
O=C(NCc1ccc2c(c1)OCO2)C1Cc2ccccc2CN1C(=O)c1ccco1 (centres undefined)	-1.8%	-10.1%	6.0%	-3.8%	3.5%	-8.1	-4.3%	-0.7%	-16.2%
CCN(CC)c1ccc2c(C)c(Cl)c(=O)oc2c1	4.3%	-0.1%	-10.5%	-22.2%	-24.3%	11.2	1.9%	-3.0%	21.4%
O=C(CN1CCOCC1)OCCCC1CCCCC1	-0.9%	-16.7%	38.2%	?	6.1%	-8.2	0.2%	-20.5%	-10.7%[11.4 µM]
O=C(c1ccc(Cl)cc1)n1c(NCc2ccccc2)n[nH]c1=S	16.4%	-20.8%	-0.7%	1.6%	-2.6%	-4.1	9.1%	-3.5%	-31.9%
CN(CC(=O)Nc1ccc(S(=O)(=O)N2CCCC2)cc1)Cc1ccc(Cl)cc1	-3.5%	-25.1%	-9.7%	-26.9%	-6.9%	0.8	21.6%	16.6%	-2.7%
CC1Cc2nc(SCC(=O)NCc3ccco3)n(Cc3ccccc3)c(=O)c2S1 (centres undefined)	6.3%	3.7%	?	?	-10.1%	-2.0	-2.9%	-5.3%	-19.9%
O=C1c2cccc3c([N+](=O)[O-])ccc(c23)C(=O)N1c1ccccn1	-2.6%	?	?	95.1%[activator][57.4 µM]	-9.1%	17.3	-7.9%	-11.4%	5.1%[11.4 µM]
CCn1nc2cc(C(=O)NCCc3cccs3)ccc2c1OC	-8.3%	-5.5%	?	-22.1%	2.8%	-2.3	2.5%	-1.8%	-6.1%
CN(Cc1ccc(Cl)cc1Cl)C(=O)c1cc(=O)c2ccccc2o1	-11.8%	-20.0%	6.7%	?	-4.7%	-5.7	-4.2%	-22.3%	-12.0%
O=S1(=O)NC(=NC2CCCCCC2)c2ccccc21	-12.3%	5.2%	-0.1%	10.7%	-12.5%	-6.1	13.5%	-7.2%	-9.5%
CN(C)CCN(Cc1ccccc1)c1ccnc(N(C)C)c1C#N	-4.3%	-1.4%	29.0%	?	-26.6%	-18.2	2.7%	-10.7%	-40.9%
CSc1sc(C(=O)NCC2CC2)cc1S(=O)(=O)C(C)C	6.7%	-8.6%	1.1%	0.0%	-4.2%	-4.2	5.0%	-12.9%	3.9%
Cc1ccc(/C=C/C(=O)N2CCc3ccccc3C2)cc1	-0.8%	4.1%	3.5%	0.0%	-7.5%	-0.8	-1.7%	?	?
COc1ccc(C2=NN(S(C)(=O)=O)C(c3cccs3)C2)cc1OC (centres undefined)	11.5%	-21.2%	-10.7%	-10.8%	-8.4%	-7.4	-0.7%	-5.0%	39.3%
CCOC(=O)c1ccc(Oc2nc(OC)cc(OC)n2)cc1	-4.5%	1.0%	-14.9%	0.8%	-0.8%	-3.2	-8.2%	-1.6%	27.9%
COc1ccc(S(=O)(=O)N(CC(=O)Nc2ccccc2Cl)Cc2ccccc2)cc1	1.2%	-15.0%	0.2%	-23.8%	-8.6%[60.1 µM]	1.6	nt	48.5%[activator]	6.5%
CS(=O)(=O)c1ncc(N(Cc2ccccc2)Cc2ccco2)c(C(=O)Nc2cccc(C(F)(F)F)c2)n1	3.5%	-14.7%	15.7%	7.6%	-6.1%	0.6	nt	-21.0%	-8.4%
CN(C(=O)CSc1nnnn1-c1ccc(Cl)cc1)C1CCS(=O)(=O)C1 (centres undefined)	-1.0%	-9.4%	nt	4.9%	2.5%	-3.7	2.0%	nt	12.4%
Cc1ccc(-n2ncc3c(N(C)Cc4ccccc4)ncnc32)cc1	-0.2%	-21.6%	-1.0%	-20.7%	-4.2%[60.1 µM]	9.5	nt	-2.3%	7.2%
C/C(=N\NC(=O)COc1cc(C)cc(C)c1)c1cccc(NC(=O)C2CCC2)c1	10.2%	-11.9%	2.9%	?	3.6%	-7.9	24.9%	-23.9%	15.0%
COc1ccc(NC(=O)Nc2ccc3nccnc3c2)cc1	3.0%	?	?	0.0%	-8.5%	3.2	-5.0%	-10.7%	-53.1%
COc1ccc(-n2ccn(CC(=O)Nc3ccc(OC)cc3OC)c(=O)c2=O)cc1	11.3%	-8.6%	2.9%	5.6%	11.0%	-0.2	61.6%[activator]	-8.6%	17.4%
Cc1cccc(C(=O)Nc2cccc(-c3cnc4ccccc4n3)c2)c1	1.5%	5.6%	18.0%	22.2%	-3.1%	-4.1	3.5%	-4.2%	-15.5%
COc1ccc(NC(=O)CCCC2=NS(=O)(=O)c3ccccc3N2)cc1	-10.7%	-15.9%	0.0%	?	-6.3%	-7.5	2.1%	1.5%	14.1%
O=C(OCN1C(=O)c2ccccc2C1=O)C1CCCCC1	-0.5%	-0.3%	3.4%	?	-20.5%	-1.7	0.2%	-16.8%	-2.2%

Random excerpt: two compounds from above
SMILES	ERG-DNA inh	POLH inh	POLB inh	12-LOX inh	POLK inh	LDHA inh	APE1 inh	Apoferritin bind	RGS4 inh
O=S1(=O)NC(=NC2CCCCCC2)c2ccccc21	-12.3%	5.2%	-0.1%	10.7%	-12.5%	-6.1	13.5%	-7.2%	-9.5%
O=C(OCN1C(=O)c2ccccc2C1=O)C1CCCCC1	-0.5%	-0.3%	3.4%	?	-20.5%	-1.7	0.2%	-16.8%	-2.2%

Bioassay records as filed in PubChem.

Not all compounds are listed; count on the stated rates, not on these rows.
